NS5 inhibitors: flavivirus cap methylation enzyme inhibition – biochemical, confirmation dose response, primary screen (AID 588689); Dengue-2 NS5 methyltransferase capping enzyme assay, biochemical; higher % means a stronger effect; inhibition, % at 25 µM, or IC50 in µM where a hit was titrated; 340,000 compounds, 0.3% hits; in the data active = a potency from the dose series; inconclusive = inhibition above about 29% without an active follow-up result
SV40 large T antigen: TAg ATPase/helicase activity blockers – biochemical (AID 1903). one-dose inhibition, % at 20 µM; IC50 in µM for titrated hits. SV40 large T antigen ATPase/helicase inhibition assay; higher % means a stronger effect. 310,000 compounds, 0.39% hits; in the data active = a potency from the dose series; inconclusive = inhibition mostly from about 32% at the one dose, without a potency; inactive = the rest, 99 in 100 with inhibition below about 32%; also: strong numbers were not always called active
ER stress rescue: protection against thapsigargin-triggered cell killing – 384-well, CSM14.1, ATP luminescence, primary screen (AID 1222) | CSM14.1 thapsigargin-induced death rescue, ATP luminescence; higher % means a stronger effect | one-dose cellular ATP content (survival), % at 20 µM; EC50 in µM for titrated hits | 190,000 tested, under 10 active;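 active = EC50 below 50 µM in the dose-response confirmation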;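 also: death triggered by thapsigargin at about 15 µM added after 2 h compound pretreatment; cell ATP read after overnight thapsigargin exposure of roughly 18 to 22 hours; normalized against plate controls of thapsigargin alone and 5% DMSO vehicle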
GPR35 antagonists: inhibition of zaprinast-stimulated GPR35 beta-arrestin translocation – imaging, U2OS, beta-arrestin-GFP, zaprinast agonist, primary screen (AID 2058); U2OS GPR35 beta-arrestin-GFP translocation imaging, zaprinast antagonism; higher % means a stronger effect; one-dose inhibition, % at 10 µM; IC50 in µM for titrated hits; 290,000 compounds, 0.052% hits;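 active = inhibition of at least 50% with at least 30 cells and total cytoplasm GFP at most 10,000,000; inconclusive = under 30 cells or total GFP of 10,000,000 plus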
RSV CPE inhibition: inhibition of RSV-induced cytopathic effect – HEp-2 cells, primary 10 µM value included (AID 2391) | CPE inhibition, % at 10 µM; hits with a dose series show IC50 in µM | HEp-2 cells, RSV-induced CPE inhibition; higher % means a stronger effect | 310,000 compounds, 0.13% hits; in the data active = a potency from the dose series; inconclusive = CPE inhibition mostly from about 23% at the one dose, without a potency; inactive = the rest, 99 in 100 with CPE inhibition below about 21%; also: strong numbers were not always called active
LYP phosphatase: inhibitors of LYP phosphatase, biochemical, fluorescence intensity, uHTS (AID 1779). recombinant LYP phosphatase, fluorescence intensity; higher % means a stronger effect. inhibition, % at 11.5 µM, or IC50 in µM where a hit was titrated. 290,000 compounds, 0.054% hits; in the data active = inhibition above about 50%;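 also: plate controls were vehicle with enzyme for no effect and no enzyme for full effect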
Salmonella PhoP GFP: inhibitors of PhoP regulon expression, primary screen, Salmonella Typhimurium, GFP reporter (AID 1863); S. Typhimurium PhoP-regulated promoter GFP reporter, 4 h; higher % means a stronger effect; inhibition, % at 50 µM, or IC50 in µM where a hit was titrated; 300,000 compounds, 0.16% hits;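 active = inhibition over 29.93%, a cutoff 3 SD above the screen mean, later confirmed by dose response; inconclusive = inhibition over 29.93% but no dose response follow-up; inactive = inhibition at most 29.93% or unconfirmed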;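 also: 0% = low Mg2+ inducing control and 100% = high Mg2+ repressing control; strong numbers were not always called active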
West Nile antiviral: West Nile virus antiviral activity, cell-based, CPE readout (AID 1621). West Nile virus-infected cells, CPE inhibition; higher % means a stronger effect. CPE inhibition, % at 10 µM; hits with a dose series show IC50 in µM. 290,000 compounds, 0.02% hits; in the data active = a potency from the dose series; inconclusive = CPE inhibition mostly from about 3.7% at the one dose, without a potency; inactive = the rest, 99 in 100 with CPE inhibition below about 2.2%; also: strong numbers were not always called active
MgcRacGAP inhibition: MgcRacGAP GTPase-activating activity inhibitors, confirmation, biochemical, ADP Hunter fluorescence | MgcRacGAP-stimulated Rac1 GTP hydrolysis, ADP Hunter fluorescence; higher % means a stronger effect; GST-tagged Rac1 F28L mutant substrate | inhibition, % at 30 µM; hits with a dose series show IC50 in µM | 340,000 compounds, 0.6% hits | AID 624330;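 active = first-screen hits whose inhibition reached a set limit at any dose in the follow-up dose series; inconclusive = inhibition above the set first-screen limit but never retested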;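 also: fluorescence reports GDP produced by GAP-driven GTP hydrolysis; strong numbers were not always called active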
NS5 inhibitors pilot replicate: further read-out of NS5 inhibitors, marked with its call; inhibition, %; measured here: pilot screen replicate inhibition
* = called active by the depositor; ? = inconclusive; . = not tested or not shown.

SMILES	NS5 inhibitors	SV40 large T antigen	ER stress rescue	GPR35 antagonists	RSV CPE inhibition	LYP phosphatase	Salmonella PhoP GFP	West Nile antiviral	MgcRacGAP inhibition	others
Oc1ccccc1Nc1ncnc2c1oc1ccccc12	7%	17%	-0.9%	20%	5.4%	-1%	-4%	-0.1%	9%
NC(=O)CN1C(=O)C(O)(CC(=O)/C=C\C=C\c2ccccc2)c2ccccc21 (centres undefined)	-5%	5%	-2.3%	-8%	0.0%	-7%	4%	0.0%	5%
Cn1cnnc1SCC(=O)Nc1ccc2nc(SCc3ccccc3F)sc2c1	-1%	14%	-0.7%	5%	12%	1%	-5%	-0.1%	8%
CCC(C)CN1CCC(CO)(Cc2ccccc2Cl)CC1 (centres undefined)	-17%	-4%	0.9%	3%	-2.3%	-2%	11%	-0.8%	1%
CCC(=O)Nc1nnc(SCC(=O)NC2CCCC2)s1	7%	6%	.	4%	1.7%	-5%	-4%	-0.1%	3%
O=C(Cc1ccccc1)Nc1ccnn1C1CCN(Cc2nccs2)CC1	-2%	13%	.	-13%	3.0%	-5%	-4%	0.3%	-36%
Cc1c(C(=O)O)sc2nc(SCC(=O)Nc3ccc(S(=O)(=O)NC(C)(C)C)cc3)[nH]c(=O)c12	2%	7%	-1.6%	-14%	1.5%	-3%	-6%	-0.1%	9%
COc1ccc(C)c2sc(NNC(=O)COc3ccccc3)nc12	.	11%	-1.2%	0%	-0.7%	-6%	-5%	0.9%	.
O=C(Nc1ccccc1)[C@@H]1CC=C[C@@H]2CCN(C3CCCCC3)C(=O)[C@@H]21	-8%	16%	.	.	0.5%	.	-4%	-0.4%	8%
COc1ccc(Nc2nc(N)nc(CSC(=S)N3CCOCC3)n2)cc1	-12%	3%	-0.4%	-4%	1.2%	-6%	-7%	0.4%	15%
CCN1CCN(c2ccc([N+](=O)[O-])c(Sc3nc4ccccc4[nH]3)c2)CC1	0%	0%	-1.0%	0%	-1.4%	-10%	17%	0.4%	7%
COc1ccc(S(=O)(=O)NCC(=O)N(CC2CCCO2)C(C(=O)NC2CCCC2)C(C)C)cc1 (centres undefined)	-2%	1%	.	15%	0.4%	-8%	2%	-0.2%	4%
O=C1N/C(=N/N=C/c2ccccc2)SC1(c1ccccc1)c1ccccc1	-1%	14%	-4.4%	-1%	-0.1%	-2%	-3%	0.4%	6%
O=[N+]([O-])c1cccc(-c2nc(N3CCOCC3)c3ccccc3n2)c1	.	4%	-1.5%	-10%	.	-3%	-5%	0.0%	.
Cc1cc(Br)ccc1OCCNCc1ccccc1	-6%	-13%	1.3%	4%	-2.9%	-8%	6%	-1.4%	24%
O=S(=O)(c1ccc2c(c1)OCCO2)N1CCC(O)(c2ccc(Cl)cc2)CC1	-7%	1%	-1.4%	2%	2.5%	-8%	8%	-1.0%	-2%
Cc1ccc(SCC(=O)NNC(=O)c2ccccc2)cc1C	-8%	0%	.	2%	1.9%	-8%	2%	-0.3%	8%
CCOC(=O)C1CCCN(C(=O)c2cc3c(-c4cccc(OC)c4)nn(C)c3s2)C1 (centres undefined)	0%	13%	.	-4%	0.1%	2%	-7%	0.2%	10%
Cc1noc(C)c1CSCC(=O)N1CCN(c2ccc(F)cc2)CC1	-3%	5%	4.9%	9%	3.6%	-1%	5%	-1.1%	7%
CC(C)OCCCNC(=O)c1cccc(NC(=O)c2ccccc2)c1	-4%	2%	-2.4%	-16%	6.8%	-12%	-8%	-0.7%	6%
COCCSc1nnc(NC(=O)C2CCCO2)s1 (centres undefined)	-4%	4%	2.5%	1%	-1.1%	1%	7%	0.3%	6%
Cc1ccc(OCC(=O)NNC(=S)NC(=O)c2ccc(Br)o2)c(C)c1	-3%	9%	.	3%	0.2%	5%	-7%	0.6%	14%
O=C(c1ccco1)N(Cc1ccc(Cl)cc1)C1CCS(=O)(=O)C1 (centres undefined)	16%	-1%	.	13%	0.4%	-6%	11%	-0.1%	5%
CC(C)CCC(CCNCc1ccccn1)c1ccc2c(c1)OCO2 (centres undefined)	-6%	5%	.	4%	4.7%	-7%	15%	-1.8%	20%
O=[N+]([O-])c1ccc(Cl)c(S(=O)(=O)/N=C(/c2ccccc2)N2CCOCC2)c1	-3%	7%	2.9%	10%	0.2%	-1%	-4%	0.1%	2%
O=C(Cn1c(=O)oc2cccnc21)Nc1ccc(C(F)(F)F)cc1	.	3%	.	-3%	10%	-5%	5%	-0.3%	.
Cc1oc2c(cc(NS(=O)(=O)c3ccc(F)cc3)c3ccccc32)c1C(=O)O	12%	23%	.	-6%	6.9%	-4%	1%	-0.7%	8%
O=C1N=C(N2CCCCC2)SC1=C1CCCC1	-22%	4%	-0.8%	5%	1.3%	0%	-5%	0.7%	8%
C#CCNC(=O)C1=C[C@H](c2csc3ccccc23)C[C@H](OCCCCO)O1	3%	14%	6.4%	1%	1.9%	-6%	-7%	-0.4%	10%
COC(=O)C(C)Sc1nc2c(c(=O)[nH]c(=O)n2C)n1CCC(C)C (centres undefined)	-11%	24%	-2.4%	5%	-0.5%	-4%	0%	-0.1%	2%
C/C(N)=C(/C#N)C(=O)CSc1nc(-c2ccccc2)c(-c2ccccc2)o1	-5%	7%	.	-4%	4.2%	-6%	3%	-1.2%	12%
c1ccc(C(c2ccccc2)N2CCN(Cc3nnnn3C3CCCC3)CC2)cc1	12%	1%	2.7%	-8%	0.5%	-3%	7%	-0.9%	-5%
CCOC(=O)C(NC(=O)c1ccccc1OCC)(Nc1ncccn1)C(F)(F)F (centres undefined)	-5%	7%	-1.6%	13%	1.4%	-3%	1%	-0.1%	-3%
CCN(CC)c1ccc(C2NCC(c3ccc([N+](=O)[O-])cc3)O2)cc1 (centres undefined)	-3%	3%	-1.6%	10%	-0.5%	1%	-4%	-0.4%	4%
O=C(NCc1cccs1)C1CCCN(C(=O)Nc2ccccc2)C1 (centres undefined)	-8%	7%	.	0%	0.4%	-9%	-4%	-0.5%	6%
COc1ccccc1-c1nc2c(c(SCC(=O)N3CCCCC3)n1)Cc1c(CO)cnc(C)c1O2	-3%	5%	.	-6%	0.0%	-9%	-7%	-0.1%	10%
Cc1nnc(SC(C)C(=O)Nc2ccc(S(=O)(=O)N3CCCCC3)cc2)s1 (centres undefined)	-5%	3%	0.9%	-18%	3.1%	-8%	15%	-0.1%	7%
FC(F)(F)c1cc(C(F)(F)F)c2ccc(N/N=C/c3ccccc3)nc2n1	6%	9%	1.9%	-5%	2.6%	3%	-3%	-0.1%	7%
CCOC(=O)N1CCC(NC(=O)CCc2c(C)nc3ncnn3c2C)CC1	-1%	5%	-0.8%	1%	1.3%	-11%	0%	-0.5%	-9%	NS5 inhibitors pilot replicate=3.8
COC(=O)N/N=C\C=C\c1ccc2c(c1)OCO2	7%	16%	-2.3%	-10%	0.5%	0%	-7%	-0.4%	12%
CCN(C(=O)COC(=O)c1ccc2[nH]c3c(c2c1)CCCC3)C1CCS(=O)(=O)C1 (centres undefined)	6%	27%	-1.3%	-6%	3.4%	-6%	-1%	-0.4%	5%
COc1cccc(C(=O)Nc2cc(Cl)c(O)c(Cl)c2)c1	-2%	?	.	-5%	0.3%	-8%	-5%	0.0%	30%
CN1CCN(C(=O)C2CCCN(c3ncnc4c3nc3n4CCCCC3)C2)CC1 (centres undefined)	-5%	11%	.	-1%	0.1%	-13%	-5%	0.1%	10%
COc1cccc(C(=O)Oc2cc(-c3ccccc3)no2)c1	-2%	1%	-1.1%	-4%	4.4%	4%	-10%	0.2%	10%
COc1ccc(C(CC(=O)O)NC(=O)c2sc3ccccc3c2Cl)cc1 (centres undefined)	-6%	11%	-2.9%	0%	2.4%	-4%	17%	0.0%	-1%
CCS(=O)(=O)N1CCCC(C(=O)NC2CCCCC2C)C1 (centres undefined)	3%	-7%	2.2%	-3%	0.9%	-5%	11%	0.1%	12%
COc1ccc(NC(=O)CSCC(=O)Nc2cc(Cl)ccc2N2CCCC2)cc1	1%	0%	.	-23%	17%	-2%	11%	-0.2%	7%
CC(=O)c1cccc(NC(=O)NCCS(C)=O)c1 (centres undefined)	-2%	3%	1.9%	-10%	1.4%	-7%	-1%	0.0%	7%
COc1ccc(CN(CC2CCC(C(=O)O)CC2)C(=S)Nc2cccc(C)c2)cc1 (centres undefined)	-1%	6%	1.7%	8%	-0.7%	-6%	9%	0.4%	2%
O=C(c1cc(-c2ccc(Br)cc2)nc2ccccc12)N1CCC1	-2%	19%	.	.	-2.9%	.	-8%	.	8%
CC(C)(C)NC(=O)NC(=O)CN1C(=O)NC(C)(c2ccccc2)C1=O (centres undefined)	-5%	9%	.	-3%	-0.2%	-10%	2%	-0.2%	3%
COc1ccc2[nH]c(C(=O)NCCc3ccccc3)cc2c1	.	7%	.	-4%	3.0%	-6%	3%	0.0%	.
COc1cc(N2C(=O)C=CC2=O)c(OC)cc1Cl	-29%	55µM*	.	4%	0.8%	-12%	-6%	0.1%	-11%
CCCN(CCC)S(=O)(=O)c1cccc(C(=O)N=c2sccn2C)c1	-2%	7%	.	-4%	7.0%	-6%	15%	-1.4%	2%
COc1ccccc1C1=Nn2c(nnc2C2CCCCC2)SC1	2%	-4%	-0.7%	16%	7.0%	2%	0%	-0.1%	12%
CCCn1c(C)cc(/C=C(\C#N)C(=O)OCC(=O)NC(=O)NCC)c1C	3%	1%	1.3%	2%	1.1%	1%	3%	-0.2%	7%
CN(CC(=O)Nc1ccc(F)cc1)C(=O)COc1ncnc2ccccc12	0%	-1%	.	5%	-1.7%	-11%	-1%	0.3%	5%
Cc1ccc(C)c(N(CC(=O)Nc2ccc(-c3nc4ccc(C)cc4s3)cc2)S(C)(=O)=O)c1	0%	8%	-3.2%	0%	5.4%	-2%	0%	-0.8%	5%
COc1ccc(-c2nn(CC(=O)N3CCCCC3)c(=O)c3ccccc23)cc1	.	2%	-1.4%	-2%	0.8%	-8%	-4%	.	.

Two neighbouring records already listed, for reference:
SMILES	NS5 inhibitors	SV40 large T antigen	ER stress rescue	GPR35 antagonists	RSV CPE inhibition	LYP phosphatase	Salmonella PhoP GFP	West Nile antiviral	MgcRacGAP inhibition	others
Cc1ccc(C)c(N(CC(=O)Nc2ccc(-c3nc4ccc(C)cc4s3)cc2)S(C)(=O)=O)c1	0%	8%	-3.2%	0%	5.4%	-2%	0%	-0.8%	5%
COc1ccc(-c2nn(CC(=O)N3CCCCC3)c(=O)c3ccccc23)cc1	.	2%	-1.4%	-2%	0.8%	-8%	-4%	.	.

Compound activity from PubChem BioAssay.

Compounds were not picked by outcome (roughly 1.5% active in at least one column).
